Ba/F3 V617F tox = loss of viability in JAK2V617F-driven Ba/F3 cells | Ba/F3 EpoR-JAK2V617F viability, ATP luminescence | AID 1446 | inhibition, % at 5.6 µM | hit rate 1.1% among 220,000;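 active = inhibition above the campaign mean plus 3 SD over all tested compounds, cut at about 24% in these data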;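 also: cytokine-independent growth of Ba/F3 cells driven by EpoR plus mutant JAK2; 0% = DMSO-treated cells and 100% = JAK inhibitor I control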
S1P4 antagonist = human S1P4 receptor antagonism | hit rate 0.26% among 220,000 | inhibition, % at 4.98 µM | AID 1510 | S1P4-expressing cells, antagonist mode, reporter read-out; in the data active = inhibition above about 29%;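 also: 0% = wells stimulated with agonist and 100% = vehicle wells without agonist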
NPY-Y1 PAM-ag = human NPY-Y1 potentiation or agonism, primary screen; P25929; NPY-Y1 expressing cells, potentiator/agonist activation; activation, % at 3.6 µM; hit rate 0.37% among 220,000; AID 1304; in the data active = activation above about 33%, passing the limit was not always enough;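 also: cells stimulated with NPY at EC10 then isoproterenol at EC100; 0% = low agonist plus stimulus and 100% = saturating agonist plus stimulus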
Target sequence (P25929 whole entry, looked up): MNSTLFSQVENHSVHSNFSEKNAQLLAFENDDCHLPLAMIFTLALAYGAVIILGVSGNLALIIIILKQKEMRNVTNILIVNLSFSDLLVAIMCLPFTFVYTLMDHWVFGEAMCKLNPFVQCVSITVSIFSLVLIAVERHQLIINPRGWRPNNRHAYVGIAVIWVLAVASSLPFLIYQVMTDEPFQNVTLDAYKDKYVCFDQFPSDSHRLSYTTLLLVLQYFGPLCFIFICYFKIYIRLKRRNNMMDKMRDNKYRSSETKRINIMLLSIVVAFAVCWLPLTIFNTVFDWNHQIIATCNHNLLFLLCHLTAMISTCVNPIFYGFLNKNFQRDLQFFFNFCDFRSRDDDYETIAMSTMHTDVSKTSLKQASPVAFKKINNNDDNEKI
S1P4 agonist = human S1P4 receptor agonism | O95977 | S1P4-expressing cell line, agonist reporter assay | activation, % at 4.98 µM | hit rate 0.35% among 220,000 | AID 1509; in the data active = activation above about 11%;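 also: 0% = DMSO vehicle and 100% = reference agonist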
RBBP9 inh = human RBBP9 hydrolase inhibition; O75884; recombinant RBBP9, FP-Rh probe fluorescence polarization; inhibition, % at 7.94 µM; hit rate 0.2% among 220,000;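 active = inhibition above the campaign mean of all tested compounds plus 3 SD, cut at about 14% in these data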;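 also: plate controls were DMSO wells with RBBP9 for no effect and wells lacking RBBP9 protein for full effect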
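Test system: recombinant human RBBP9; Timing: 30 min then 45 min, 25 °C; Detection: fluorescence polarization; Control set: RBBP9 with DMSO as uninhibited control, no-protein wells as full inhibition; Compound dosing: one concentration, 7.94 µM nominal, 0.794% DMSO; Probe or stimulus: FP-Rh activity-based probe, 375 nM before mixing.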
BaF3 tox = reduces parental Ba/F3 cell viability, JAK2V617F counter-screen. CellTiter-Glo ATP luminescence. AID 1486. inhibition, % at 5.6 µM. hit rate 1.1% among 220,000;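 active = inhibition above a per-campaign cutoff, the mean inhibition of all tested compounds plus 3 SD, cut at about 27% in these data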;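 also: 0% = DMSO wells and 100% = JAK Inhibitor I control wells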
Runt-CBFb FRET = blocks binding of human RUNX1 Runt domain to CBFb | Q01196+Q13951 | Cerulean-Runt/Venus-CBFb FRET ratio 530/480, 1 h | inhibition, % at 20 µM | hit rate 0.46% among 220,000 | AID 1496;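 active = inhibition over about 50% at 20 µM in the single-dose screen, limit read from the data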;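 also: 0% = DMSO wells and 100% = excess unlabeled CBFb competitor control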
Target sequence (Q01196 whole entry, looked up, the tested form may be a part): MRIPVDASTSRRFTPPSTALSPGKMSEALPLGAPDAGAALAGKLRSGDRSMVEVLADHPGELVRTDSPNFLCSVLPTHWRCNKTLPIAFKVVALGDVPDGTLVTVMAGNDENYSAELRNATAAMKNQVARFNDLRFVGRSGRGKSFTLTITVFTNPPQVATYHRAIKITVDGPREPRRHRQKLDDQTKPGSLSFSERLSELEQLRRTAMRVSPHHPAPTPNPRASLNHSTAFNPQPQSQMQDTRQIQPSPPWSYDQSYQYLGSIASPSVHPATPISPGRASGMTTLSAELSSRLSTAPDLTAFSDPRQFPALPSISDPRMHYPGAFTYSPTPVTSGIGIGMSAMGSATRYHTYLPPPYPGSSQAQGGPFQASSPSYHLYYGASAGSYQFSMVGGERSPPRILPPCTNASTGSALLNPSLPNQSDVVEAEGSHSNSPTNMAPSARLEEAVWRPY
Target sequence (Q13951 whole entry, looked up, the tested form may be a part): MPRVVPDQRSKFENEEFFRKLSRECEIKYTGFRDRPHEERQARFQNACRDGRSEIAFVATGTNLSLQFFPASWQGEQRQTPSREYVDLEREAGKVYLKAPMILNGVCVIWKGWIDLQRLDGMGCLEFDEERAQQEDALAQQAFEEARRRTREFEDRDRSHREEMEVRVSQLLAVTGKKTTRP
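Assay system: Cerulean-Runt domain / Medium: Tris 50 mM pH 7.5, KCl, K2SO4, 0.01% BSA / Timing: protein complex preformed 1 h, compound exposure 1 h, room temperature, dark / Measured by: FRET, excitation 422 nm, emission at 530 and 480 nm / Evaluation: loss of energy transfer signal / Control set: 5 µM unlabeled CBFb as full-inhibition high control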
NPY-Y2 PAM-ag = potentiators or agonists of human neuropeptide Y receptor Y2 | P49146 | cells expressing NPY-Y2, potentiator/agonist read-out | activation, % at 3.6 µM | hit rate 0.45% among 220,000; in the data active = activation above about 27%;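 also: cells stimulated with NPY near EC25 plus isoproterenol at EC100; 0% = vehicle plus submaximal agonist and 100% = vehicle plus saturating agonist; some results beyond the cut were filed as inactive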
NPY Y1 blocker = antagonists of human neuropeptide Y receptor Y1; P25929; HEK293-CNG Y1 cells, membrane potential fluorescence; NPY at EC95, then isoproterenol; inhibition, % at 3.6 µM; hit rate 1% among 200,000; AID 1040;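 active = inhibition above the campaign mean inhibition of all tested compounds plus 3 SD, cut at about 20% in these data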;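 also: 0% = DMSO wells given NPY plus isoproterenol and 100% = isoproterenol alone without NPY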
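Material: Y1- and CNG-channel-expressing HEK293 cells / Probe or stimulus: NPY 25 nM then isoproterenol 1 µM plus Ro 20-1724 25 µM / Doses: 3.6 µM single dose, DMSO 0.4% / Schedule: compound incubation 1 h at room temperature, readout 45 min post-stimulation / Signal: membrane potential fluorescence / Benchmarks: isoproterenol-only wells as full block versus NPY-plus-isoproterenol wells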
Numbers without * were called inactive; nt = no result given.

Start of the data: the first 2 entries as a preview:
SMILES	Ba/F3 V617F tox	S1P4 antagonist	NPY-Y1 PAM-ag	S1P4 agonist	RBBP9 inh	BaF3 tox	Runt-CBFb FRET	NPY-Y2 PAM-ag	NPY Y1 blocker
Cc1nc(Nc2ccccc2)sc1C(=O)c1ccccc1	-3.4	-7.7	5.8	-0.7	-4.9	-2.6	0.2	3.3	nt
CCCCn1nnnc1SCC(=O)N1CCCC1	-1.4	-14.6	0.2	0.0	0.0	-1.8	-1.0	-6.4	0.1

All compounds of this part, from the first entry:
SMILES	Ba/F3 V617F tox	S1P4 antagonist	NPY-Y1 PAM-ag	S1P4 agonist	RBBP9 inh	BaF3 tox	Runt-CBFb FRET	NPY-Y2 PAM-ag	NPY Y1 blocker
Cc1nc(Nc2ccccc2)sc1C(=O)c1ccccc1	-3.4	-7.7	5.8	-0.7	-4.9	-2.6	0.2	3.3	nt
CCCCn1nnnc1SCC(=O)N1CCCC1	-1.4	-14.6	0.2	0.0	0.0	-1.8	-1.0	-6.4	0.1
CC(=O)N(CCCc1ccc(C(C)(C)C)cc1)CCCN(C)C	0.7	-14.4	-10.0	-1.2	6.8	-0.3	-1.1	-6.9	9.8
Cc1sc2ncnc(N/N=C/c3ccc(O)cc3)c2c1C	-7.0	3.9	6.0	-1.5	-2.5	-2.1	1.1	2.5	-4.3
COc1ccc(N(C(=O)c2ccc(C)cc2)S(=O)(=O)c2cccs2)cc1	0.5	-5.2	-16.2	0.8	-6.5	7.0	0.8	13.7	10.1
COc1cccc(N2CCN(C(=O)Nc3ccc4c(c3)NC(=O)CO4)CC2)c1	-3.9	-3.5	-2.6	-0.2	-9.3	1.5	1.2	-0.5	-1.6
COc1ccc(CCNC(=O)C2=COCCO2)cc1	2.5	-17.0	-2.7	0.5	-3.6	2.7	0.5	-1.2	-1.9
O=C(/C=C/c1cccc(Cl)c1)OCc1cn2cc(Cl)ccc2n1	0.4	4.9	-10.4	-1.1	-7.4	10.4	-1.0	-5.4	4.0
Cc1cc(C)cc(OCc2nnc(N)s2)c1	-4.5	5.5	-5.5	0.5	-7.2	-1.9	-1.1	-1.4	nt
O=C(Cn1c(=S)[nH]c2ccccc2c1=O)N1CCc2ccccc2C1	0.3	-35.4	16.6	1.6	-1.7	5.5	-1.4	-4.4	-1.7
CCOC(=O)c1nc(NNC(C)=O)sc1C	2.1	-2.3	0.4	-1.2	-8.2	-0.4	0.3	-4.4	-0.4
Oc1ccc(/C=N/NC2=NCCCCC2)c(O)c1	-0.3	-1.1	-3.8	-2.9	-1.3	0.6	6.7	0.9	-3.1
CCn1c(=O)c2c(nc3n2CCN3c2ccccc2)n(C)c1=O	1.9	-13.3	-5.5	-0.5	-0.5	7.6	-0.4	-7.5	1.4
CCOC(=O)c1ccc(S(=O)(=O)N(CCO)Cc2cc3cc(OC)c(OC)cc3[nH]c2=O)cc1	-1.8	-6.4	9.8	-0.3	4.5	12.9	-2.3	0.9	nt
CN1CCC(=NOc2ccc([N+](=O)[O-])cc2)CC1	3.5	1.4	21.0	-1.4	-1.1	10.4	0.6	-18.4	-7.7
Cc1cccc(N2C(=O)/C(=C/c3ccccn3)SC2=S)c1	-5.7	5.8	16.6	0.2	-1.3	1.5	1.2	17.3	nt
CCn1c(C)nc2cc(S(N)(=O)=O)ccc21	-1.8	-15.1	4.8	0.8	-8.6	6.7	0.8	3.7	6.2
COc1ccc(C2=NOC3(CC(=O)N(c4ccc5ccccc5c4)C3=O)C2)c(OC)c1 (configuration not stated)	5.0	-9.8	-7.0	0.1	-7.5	10.2	0.0	-6.1	5.7
COc1cc(/C=N/NC(N)=S)ccc1OCC(=O)Nc1ccc(C)c(C)c1	0.6	-5.8	-6.3	0.7	-3.5	1.0	-2.6	-8.5	-2.3
CCc1cc2ccc(OC)cc2nc1SCC(=O)NNC(C)=O	3.2	-1.9	1.7	1.2	-5.4	2.9	1.8	-9.1	5.1
CC(C)c1ccccc1NC(=O)Cn1c(/C=C/c2ccccc2)nc2ccccc21	-2.1	-5.1	0.3	0.3	3.1	-2.6	0.5	-35.6	nt
COc1ccccc1NC(=O)COc1cc(C)nc(C(C)C)n1	-2.0	15.1	11.9	0.5	0.0	1.2	0.4	4.2	2.5
CC(C)NC(=S)N/N=C/c1c[nH]c2ccccc12	-3.5	-11.9	15.5	3.5	-4.0	3.5	-4.0	17.1	-1.8
CCC(C(=O)NNC(=O)c1cnccn1)c1ccccc1 (configuration not stated)	-1.8	7.0	4.4	2.0	-1.1	-1.1	2.4	8.8	-2.6
N#Cc1ccc(-c2nc3ccccc3nc2-c2ccccc2)cc1C#N	-1.4	-22.1	-5.6	1.1	0.0	4.8	2.5	12.1	5.2
(next part)
SMILES	Ba/F3 V617F tox	S1P4 antagonist	NPY-Y1 PAM-ag	S1P4 agonist	RBBP9 inh	BaF3 tox	Runt-CBFb FRET	NPY-Y2 PAM-ag	NPY Y1 blocker
CC(C)(O)C1=NOC(c2ccccc2)C1 (configuration not stated)	4.6	-7.3	11.2	-3.2	-2.7	7.6	0.7	-4.7	12.7
CCOC(=O)C1(Cc2cccc(OC)c2)CCN(C/C=C/c2ccc(OC)cc2)CC1	-1.3	-4.2	-16.4	-1.4	-5.0	6.0	-2.0	-27.7	9.3
COc1ccc(/C=c2/sc3nc(-c4ccccc4)c(-c4ccccc4)n3c2=O)cc1	0.5	-6.6	10.3	1.6	-1.6	5.5	0.9	-3.3	3.6
Cc1cc(C)n2nc(SCc3ccccc3)nc2n1	-0.5	7.9	-3.2	-0.5	-6.6	-0.5	-0.1	10.5	nt
O=c1[nH]c2cccnc2c2ccsc12	2.8	-4.9	-16.8	0.4	0.4	9.4	1.3	-37.8	11.8
N/C(=N\OC(=O)COc1ccccc1)c1ccccn1	-1.4	2.4	-13.2	2.1	-7.2	7.8	-0.2	-0.8	-1.2
Cc1ccc(Cc2cnc(NC(=O)/C(C#N)=C/c3ccc(-c4cccc([N+](=O)[O-])c4)o3)s2)cc1	2.7	-4.6	2.1	-1.3	-2.1	6.8	-1.0	-3.7	6.5
CN(Cc1ccccc1)C(=O)COC(=O)Cn1cnc2ccccc21	3.2	-1.2	5.5	0.0	3.2	8.2	1.2	4.3	-1.4
Cc1cc(-c2nnc(-c3cccc(Cl)c3)o2)no1	0.6	3.4	-3.1	-0.5	-5.5	-3.1	-0.5	-29.6	nt
CCCCCc1nnc(NC(=O)C(=O)OCC)s1	2.6	-17.6	-4.6	-0.6	-11.3	2.3	-1.5	-7.9	-0.1
CSCCC(NC(=O)c1cccc(S(=O)(=O)N2CCOCC2)c1)C(=O)Nc1cccc(C)c1 (configuration not stated)	0.7	-21.4	10.2	-0.2	-6.7	7.3	-7.5	0.8	-4.0
Cc1ccc(NC(=O)/C(=C/c2cccc([N+](=O)[O-])c2)NC(=O)C2CCCCC2)cc1	-3.4	-8.0	-9.9	0.8	-4.2	1.4	-0.3	7.2	6.8
O=C(COC(=O)C1=Cc2ccccc2OC1)NC1CCCC1	-3.0	2.4	-22.1	-1.6	-6.4	-0.9	0.5	-7.3	8.8
CCc1cc(-c2n[nH]c(=S)n2N)n(C)n1	3.7	8.5	-8.7	-1.8	-9.7	5.3	5.5	-13.3	5.5
O=C(O)/C=C/c1cn(Cc2ccccc2)nc1-c1ccc(Cl)cc1	-0.2	0.1	2.2	0.7	-10.7	6.2	-1.6	-0.9	0.1
COc1cccc(OCc2nc3c4cnn(-c5ccccc5)c4ncn3n2)c1	-0.2	-10.5	-48.0	0.8	3.0	1.0	-0.4	5.5	5.4
CC(C)c1ccc(O)c(NC(=O)c2cccnc2)c1	0.2	-13.4	15.1	3.0	-0.9	4.0	1.7	3.1	1.4
NC(=O)CC1NC(=O)c2cc([N+](=O)[O-])cc(I)c2OCCC(C(N)=O)NC(=O)[C@@H]2CCCN2C1=O (some centres not stated)	-0.8	-24.2	-7.4	1.2	-6.0	4.1	-2.5	-3.3	2.2
CN(CC(=O)Nc1sc2c(c1C#N)CCCCC2)Cc1nc2ccccc2c(=O)[nH]1	-0.1	1.5	-13.3	0.5	-1.9	4.7	-6.0	1.9	10.6
COc1cc2[nH]c(=S)n(C3CCCC3)c(=O)c2cc1OC	-2.0	7.8	0.8	-0.5	-8.6	5.6	5.1	11.3	8.7
C/C(=N\Nc1nc2ccccc2[nH]1)c1ccc(Cl)s1	1.0	3.0	-32.7	-2.1	-6.3	5.3	1.1	6.0	16.0
NC(=O)C1CCN(c2nc(-c3ccccc3)nc3c2oc2ccccc23)CC1	-1.6	-1.6	0.5	-0.7	-2.2	2.0	3.9	17.5	2.2
S=c1[nH]nc(-c2ccccn2)n1/N=C/c1ccc(Cl)cc1	-3.0	-6.1	21.7	0.0	2.8	-2.0	11.3	8.7	nt
NC(=O)CSc1nccn1Cc1ccc(Cl)cc1	1.6	-5.9	-8.8	-1.1	-5.9	-2.3	4.1	-13.0	1.2
CCOC(=O)COc1ccc(/C=C/[N+](=O)[O-])c(OCC(=O)OCC)c1	0.2	29.6*	-14.5	-3.5	-9.9	1.5	-1.2	-33.3	2.8
(listing goes on)
SMILES	Ba/F3 V617F tox	S1P4 antagonist	NPY-Y1 PAM-ag	S1P4 agonist	RBBP9 inh	BaF3 tox	Runt-CBFb FRET	NPY-Y2 PAM-ag	NPY Y1 blocker
CCCSc1nc(N)c2c3c(sc2n1)CN(C)CC3	5.3	6.6	3.1	-0.3	0.7	10.5	6.3	-2.4	2.0
CCNc1ccc(C(=O)N/N=C/c2c(C)nn(-c3ccccc3)c2N2CCCC2)cc1[N+](=O)[O-]	-1.0	-20.8	-19.4	-1.9	-3.1	4.0	-12.6	2.5	-4.4
CC(NO)/C(=N\O)c1cccs1 (configuration not stated)	-2.5	3.2	8.6	0.3	-3.5	0.3	1.3	12.0	0.2
COc1ccc(CCNC(=S)NC(=O)c2ccccc2)cc1OC	-5.5	5.5	-16.6	-0.1	0.9	-1.4	0.5	-11.4	4.7
CC1=C(C#N)c2nc(N)c(C#N)c(C)c2/C1=C\c1ccc(OCC(=O)O)c(Cl)c1	0.3	20.0	-7.5	1.8	-9.1	-1.9	-2.6	-4.3	nt
CCc1ccc[n+](-c2[nH]c(=O)sc2/C=N/NC([S-])=Nc2ccccc2)c1	3.0	2.6	-0.4	0.1	-0.6	2.0	8.4	5.4	0.1
O=C1CC2(CCCC2)CC(=O)N1c1ccccc1	-1.9	-2.3	6.0	1.6	0.9	2.7	-0.2	-5.2	0.0
COc1ccc(CC(=O)N/N=C(\C)c2ccccn2)cc1	-3.5	-4.4	-2.0	0.1	-4.9	0.1	-1.1	2.3	3.0
Cc1csc(NC(=O)CCC(=O)N(CC(=O)NC2CCCC2)Cc2ccco2)n1	-1.5	-8.4	-13.4	0.3	-6.8	1.5	-1.7	3.0	-3.9
O=C(NC1CCCCCC1)C1CCCN1S(=O)(=O)c1cccc2cccnc12 (configuration not stated)	-2.9	-10.7	3.5	1.4	-4.0	2.0	0.5	-2.5	2.0

From PubChem BioAssay
